BoNT F protease: BoNT/F light chain protease inhibitors, primary screen, biochemical, flow cytometry, MLPCN library; Botulinum neurotoxin type F light chain protease (Clostridium botulinum); Multiplex microsphere protease cleavage assay; inhibition, % at 10 µM; 360,000 tested, 0.22% active; AID 588497, 2011; in the data active = inhibition above about 35%, passing the limit was not always enough; inconclusive = no clear call, values can overlap the other calls; also: plate controls were buffer without enzyme for full effect and enzyme alone for no effect
PrPC surface inh: inhibitors of human cell surface prion protein PrPC, primary screen, cell-based, TR-FRET | Major prion protein (Homo sapiens), P04156 | TR-FRET read-out | inhibition, % at 13.8 µM | 370,000 tested, 0.43% active; in the data active = inhibition above about 24%; also: 0% = median of the test wells and 100% = reference compound wells
CCHF vOTU inh: CCHFV vOTU protease inhibitors, primary screen, biochemical, Pep-AMC substrate, fluorescence; Crimean-Congo hemorrhagic fever virus L polyprotein viral ovarian tumor (vOTU) protease …; inhibition, % at 11.5 µM; 370,000 tested, 0.55% active; AID 651958, 2012; in the data active = inhibition above about 30%; also: 0% = vehicle wells with enzyme and 100% = no enzyme wells
BoNT A protease: BoNT/A light chain protease inhibitors, primary screen, biochemical, flow cytometry, MLPCN library. Botulinum neurotoxin type A light chain protease (Clostridium botulinum A str. ATCC 3502). multiplex microsphere protease substrate cleavage. inhibition, % at 10 µM. 360,000 tested, 0.17% active; also: plate controls were buffer without enzyme for full effect and enzyme alone for no effect
PfHsp40 yeast: rescue of yeast from PfHsp40 toxicity, primary screen, S. cerevisiae, ATP luminescence. S. cerevisiae expressing PfHsp40, growth rescue. growth rescue, % at 12.5 µM. 340,000 tested, 0.68% active. AID 504582, 2011; in the data active = growth rescue above about 28%, passing the limit was not always enough; inconclusive = no clear call, values can overlap the other calls;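 also: yeast W303a lacking pdr1 and pdr3 grown in galactose medium; growth measured after three days at 30 °C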
TcdB inh: TcdB glycohydrolase inhibitors, primary screen, biochemical, single point, plate reader; TcdB glycohydrolase enzymatic assay; inhibition, % at 9.99 µM; 350,000 tested, 0.24% active; AID 652162, 2013; in the data active = inhibition above about 10%
Yp Topo-I inh: Yersinia pestis topoisomerase I inhibitors, primary screen, biochemical, cleavage product accumulation, plate reader, single point | DNA topoisomerase I (Yersinia pestis CO92) | Y. pestis Topo-I cleavage product accumulation | activity, % at 10 µM | 360,000 tested, 0.064% active | AID 504884, 2011; in the data active = activity above about 50%, passing the limit was not always enough; inconclusive = no clear call, values can overlap the other calls; also: inactives centre near 2
Anthrax LF inh2: Bacillus anthracis LF protease inhibitors, primary screen, biochemical, multiplex microsphere, MLPCN library. 360,000 tested, 0.12% active. AID 588501, 2011. inhibition, % at 10 µM. multiplex microsphere protease cleavage assay; also: plate controls were buffer without enzyme for full effect and enzyme alone for no effect
Target sequence (P15917 whole entry, looked up): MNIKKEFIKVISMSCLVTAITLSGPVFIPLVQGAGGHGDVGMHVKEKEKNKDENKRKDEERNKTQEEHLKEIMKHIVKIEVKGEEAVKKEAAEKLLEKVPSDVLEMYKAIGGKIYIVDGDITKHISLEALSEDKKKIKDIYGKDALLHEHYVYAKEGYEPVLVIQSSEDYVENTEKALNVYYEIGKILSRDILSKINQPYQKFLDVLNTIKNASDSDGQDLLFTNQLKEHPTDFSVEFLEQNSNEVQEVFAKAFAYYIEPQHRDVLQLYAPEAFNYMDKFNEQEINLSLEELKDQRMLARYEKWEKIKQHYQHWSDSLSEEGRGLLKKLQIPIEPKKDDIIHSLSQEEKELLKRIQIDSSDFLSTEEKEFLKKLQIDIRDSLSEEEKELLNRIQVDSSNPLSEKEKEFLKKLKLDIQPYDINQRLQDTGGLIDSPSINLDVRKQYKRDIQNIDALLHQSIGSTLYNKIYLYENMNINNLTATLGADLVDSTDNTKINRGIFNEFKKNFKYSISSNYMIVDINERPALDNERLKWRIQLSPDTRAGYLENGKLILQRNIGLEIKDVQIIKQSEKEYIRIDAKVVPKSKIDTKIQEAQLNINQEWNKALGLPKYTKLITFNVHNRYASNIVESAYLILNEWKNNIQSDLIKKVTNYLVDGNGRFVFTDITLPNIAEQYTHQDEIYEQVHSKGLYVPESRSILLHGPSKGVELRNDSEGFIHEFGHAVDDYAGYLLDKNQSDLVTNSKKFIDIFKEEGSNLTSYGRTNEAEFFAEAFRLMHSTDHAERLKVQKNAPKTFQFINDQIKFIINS
FadD28 FP inh: inhibitors of FadD28 bisubstrate probe binding, primary screen, biochemical, fluorescence polarization, single point | 360,000 tested, 0.22% active | AID 588549, 2011 | inhibition, % at 12.5 µM | Mycobacterium tuberculosis FadD28 fatty-acid-AMP ligase; in the data active = inhibition above about 8.5%, passing the limit was not always enough; inconclusive = no clear call, values can overlap the other calls
An asterisk follows results filed as active; ? = inconclusive; . = not tested or not shown. Rule as the data show it, unless noted: active = inhibition above about 30%; inconclusive = no clear call, values can overlap the other calls; inactive = below that.

Compound,BoNT F protease,PrPC surface inh,CCHF vOTU inh,BoNT A protease,PfHsp40 yeast,TcdB inh,Yp Topo-I inh,Anthrax LF inh2,FadD28 FP inh
COc1ccc(/C=N/n2cnc3c([nH]c4ccccc43)c2=O)cc1CO,-2,6,5,-0.8,1.2,0.9,10,-6,-0.1
COc1cccc(NC(=O)CN(C)C(=O)CN2C(=O)c3ccc([N+](=O)[O-])cc3C2=O)c1,.,-9,-2,.,7.4,1.8,-5,.,-1.8
CC[C@@H](CC1CCCCC1)C(=O)N(Cc1ccccc1)c1ccccc1,-3,10,-3,-0.2,0.7,0.5,19,-3,-5.5
CCC(c1nnnn1Cc1ccco1)N(Cc1cc2cc(C)cc(C)c2[nH]c1=O)CC1CCCO1 (stereo not given),2,8,5,1.2,0.0,.,9,1,-0.6
Cc1c(Cl)cccc1NC(=O)c1ncn[nH]1,5,1,-1,-0.3,-1.0,0.7,-7,-8,-2.2
O=C(COC(=O)c1ccc(Cl)c(S(=O)(=O)N2CCCCC2)c1)NCc1ccco1,-4,9,-4,0.1,2.4,2.2,21,-10,-0.2
O=C(NC(=S)NC1CCS(=O)(=O)C1)c1ccccc1F (stereo not given),0,0,-6,-2.5,0.7,1.2,6,6,0.6
COC(=O)[C@]12CCCCC=C1N(CCC1=CCCCC1)C(=O)[C@H](CC(=O)NCCC(C)C)C2,5,5,44*,0.3,.,0.1,.,2,.
CCc1c(C)nc2ccc(Br)cc2c1Cl,?,8,9,1.6,2.1,.,4,3,-6.8
O=C(c1ccccc1)c1cncc(Br)c1,-28,-3,-15,-0.8,-1.8,.,-1,-1,-0.5
C/C(=N\NC(=O)c1c(Cl)cnn1C)c1cccnc1,-20,-5,-7,-7.3,-1.6,-0.5,-6,-2,-2.3
CC(=O)N1CCN(c2nc3ccc([N+](=O)[O-])cc3s2)CC1,-2,-28,10,1.1,0.6,-1.4,2,0,1.1
Cc1ccccc1N/C(=N/S(=O)(=O)c1ccccc1)c1ccc(F)cc1,3,3,8,-0.5,-1.1,-8.6,4,-8,-1.7
O=S(=O)(c1ccccc1F)N1CCN(c2nc(-c3cccnc3)nc3ccccc23)CC1,0,4,5,3.0,-0.2,1.0,-6,5,-2.5
O=C(NCCc1ccccc1O)c1cc2c(cc1[N+](=O)[O-])OCO2,-7,-23,-5,0.2,-0.1,0.1,6,-2,-0.6
CCN(CCNCC(O)COCc1ccc(Cl)cc1)c1cccc(C)c1 (stereo not given),-10,4,-6,-1.2,0.3,-15,3,-6,-1.6
CC1=NOC2(C1)N(C)c1ccccc1C2(C)C (stereo not given),1,-5,-8,0.6,-1.1,.,-8,-4,-3.5
Cc1ccc2cc(CN(CCCO)S(=O)(=O)c3cccc4nsnc34)c(=O)[nH]c2c1,-7,-36,2,-3.5,0.4,.,-11,-5,-2.1
COc1ccc(OC)c(-n2c(-c3cnccn3)n[nH]c2=S)c1,-9,5,3,-2.2,-1.1,.,-5,-3,2.2
CC(=O)Nc1nc(SCc2cccc3ccccc23)n[nH]1,4,5,2,1.1,0.5,.,3,-3,-2.8

(cont.)
Compound,BoNT F protease,PrPC surface inh,CCHF vOTU inh,BoNT A protease,PfHsp40 yeast,TcdB inh,Yp Topo-I inh,Anthrax LF inh2,FadD28 FP inh
O=C(NCc1ccco1)/C(=C\c1ccco1)NC(=O)c1cccs1,0,1,-9,-0.5,0.9,1.0,3,-6,-1.3
O=C(CN1C(=O)NC2(CCCCCCC2)C1=O)N1CCOCC1,1,.,.,0.7,0.1,0.6,0,-3,-0.5
Cc1nc(N)nc(N)c1/C=C/C(C)(C)c1ccc(Cl)cc1,0,21,-1,0.7,151*,0.6,12,-6,-1.8
COc1ccccc1NC(=O)Nc1cccc(C)n1,2,11,-1,-1.7,-0.5,-0.9,-5,1,?
Cc1ccc(C(=O)NC2CC2)cc1S(=O)(=O)N1CCOCC1,.,-1,-2,.,0.4,-0.8,3,.,0.9
CCOC(=O)c1sc2nc(SCC#N)n(CCCN3CCCC3=O)c(=O)c2c1C,0,12,12,-0.2,1.3,.,18,-3,-4.8
CCc1nc2ccc(C(=O)NCCCN3CCCC3=O)cn2c1N(CC)CCOC,-3,-3,-4,-0.2,.,1.0,1,-1,-1.4
COC(=O)Nc1nc2ccccc2[nH]1,-11,2,2,-0.1,-1.3,-1.1,5,3,-4.6
COc1cccc(CN2CCN(Cc3ccc4c(c3)OCCO4)CC2CCO)c1 (stereo not given),-3,-2,0,-0.7,0.4,0.5,-2,-5,-1.6
CC(=O)NC(c1ccc(Cl)cc1Cl)c1ccc2cccnc2c1O (stereo not given),0,32*,2,-0.9,445*,0.4,3,0,-1.8
S=C(Nc1ccc(Br)cc1)NC1CCN(Cc2ccccc2)CC1,-2,-8,2,2.0,1.3,0.5,-9,-3,-3.6
CCN1CCN(C(=O)CCN2C(=O)COc3ccc(C)cc32)CC1,-19,-4,-5,-0.5,-0.9,.,-3,-1,-1.5
O=C(NN=Cc1ccc2c(c1)CCC2)c1cccc([N+](=O)[O-])c1,-8,-8,-6,-0.6,.,0.7,1,-7,-1.5
Cc1cc(SCC(=O)N(C)C2CCS(=O)(=O)C2)nc2c(C)cccc12 (stereo not given),25,10,3,-0.5,1.0,-1.0,5,3,-0.6
Cc1c(NC(=O)CN2C(=O)NC(C)(c3ccccc3)C2=O)c(=O)n(-c2ccccc2)n1C (stereo not given),-9,-4,-12,-0.6,-0.2,-0.2,2,-1,-1.9
Cc1cccc[n+]1CC(=O)Nc1ccccc1,37*,9,-11,0.9,-0.3,-2.2,0,15,-0.3
Cc1ccc(Cc2c(-c3ccc(Cl)cc3)nc3cc(C)c(Br)c(C)n23)cc1,-4,8,3,5.2,.,0.5,.,1,-2.7
Cc1csc(NC(=O)C2CCN(S(=O)(=O)c3ccc4c(c3)oc(=O)n4C)CC2)n1,-7,7,6,-1.0,0.1,0.9,-5,2,0.6
CCOCCc1nn2c(=O)cc(CSCC(=O)Nc3cccc(C)c3C)nc2s1,4,3,-7,2.1,0.0,1.3,8,-2,-1.6
O=S1(=O)CC(N2CCN(c3ccccn3)CC2)CN1Cc1ccccc1 (stereo not given),-14,-5,6,-1.2,.,-0.5,.,-7,-0.4

The listing continues:
Compound,BoNT F protease,PrPC surface inh,CCHF vOTU inh,BoNT A protease,PfHsp40 yeast,TcdB inh,Yp Topo-I inh,Anthrax LF inh2,FadD28 FP inh
c1ccc(C2=Nn3c(Cn4nnc5ccccc54)nnc3SC2)cc1,-4,-6,-13,-0.1,.,3.4,-1,-5,-0.8
CN(Cc1ccnc2ccccc12)C(=O)C1CCC(=O)N(Cc2ccccc2F)C1 (stereo not given),9,-3,-2,0.9,0.9,0.3,1,0,-4.2
Cc1cccc(-n2ccnc2SCC(=O)Nc2cc(C)on2)c1,2,13,13,0.4,0.9,.,2,-1,-4.3
O=C(c1ccco1)N1CCN(S(=O)(=O)c2ccc(C3CCCCC3)cc2)CC1,-2,5,-1,-0.3,-0.1,.,-11,-5,-1.2
CC(C)CCN1C(=O)c2ccc(C(=O)Nc3c[nH]c(=O)[nH]c3=O)cc2C1=O,-1,5,-3,-1.6,-1.3,.,-2,-2,0.6
COc1ccc(NS(=O)(=O)c2cc(NC(=O)c3ccc(C)o3)ccc2N2CCCCC2)cc1,-12,-10,8,-1.2,-1.2,.,2,-2,2.3
Cc1ccc(S(=O)(=O)N2CCN(C(=O)COC(=O)/C=C/c3ccc(F)cc3)CC2)c(C)c1,7,-4,-7,1.1,-0.5,5.0,9,4,-4.0
O=C(Nc1ncnc2c1ncn2[C@@H]1O[C@H](/C=C/C(=O)N2CCN(c3ccc(F)cc3)CC2)[C@@H](O)[C@H]1O)c1ccccc1,0,0,1,0.4,.,0.8,.,5,-1.4
COC(=O)c1ccc(CSc2cc(C)c3cc(C)cc(C)c3n2)o1,-2,0,8,1.1,0.2,-0.4,-5,-1,-2.4
O=C(Nc1ccc(S(=O)(=O)Nc2nccs2)cc1)c1cc(-c2ccccn2)nc2ccccc12,-4,-9,19,0.1,-0.5,2.6,7,-1,0.4
O=C(O)CCCN1C(=O)/C(=C/c2cn(-c3ccccc3)nc2-c2cccs2)SC1=S,0,-3,13,0.8,-0.9,.,29,0,0.6
O=S(=O)(N[C@H](CO)c1ccccc1)c1ccc(Br)cc1F,-3,5,16,-0.3,0.5,-0.7,2,-2,0.3
COc1cccc(C2CCN(C)C2)c1 (stereo not given),1,-7,5,0.0,.,0.9,5,-4,-1.5
Cc1cc(NC(=O)CSc2ccc(-c3ccc(F)cc3)nn2)no1,-4,-10,11,-0.2,0.3,0.5,4,-8,-0.4
COc1ccc(-c2csc(NC(C)c3nc4cc(C(=O)NCCCO)ccc4n3Cc3ccc(C)cc3)n2)cc1 (stereo not given),5,3,6,-0.5,2.8,0.2,45,-5,-2.3
CC(NC(=O)c1ccco1)C(=O)N1CCN(S(=O)(=O)c2ccccc2C#N)CC1 (stereo not given),5,1,11,0.1,0.3,0.2,5,2,-0.6
CCN(CC(=O)Nc1cc(Cl)ccc1C)C(=O)c1nc2nc(C)cc(C)n2n1,1,-7,-6,-0.2,-0.2,0.6,-2,3,-1.9
CC(=O)NC(Cc1ccccc1F)C(=O)NC1CCN(C(=O)c2cnccn2)CC1 (stereo not given),6,-3,-4,-0.2,-1.0,.,5,-2,1.2
Cc1ccc(N2N=C(C(=O)O)CCC2=O)cc1Cl,-10,4,-10,-4.0,-0.4,0.3,-10,-6,-0.1
O=C1CCN(CCc2ccccc2)CCN1[C@H](COc1ccccc1)Cc1ccccc1,-9,-2,16,-0.4,0.8,0.9,-8,-2,0.1

3 compounds drawn at random from those above:
Compound,BoNT F protease,PrPC surface inh,CCHF vOTU inh,BoNT A protease,PfHsp40 yeast,TcdB inh,Yp Topo-I inh,Anthrax LF inh2,FadD28 FP inh
CCc1nc2ccc(C(=O)NCCCN3CCCC3=O)cn2c1N(CC)CCOC,-3,-3,-4,-0.2,.,1.0,1,-1,-1.4
COc1cccc(NC(=O)CN(C)C(=O)CN2C(=O)c3ccc([N+](=O)[O-])cc3C2=O)c1,.,-9,-2,.,7.4,1.8,-5,.,-1.8
CC(=O)NC(Cc1ccccc1F)C(=O)NC1CCN(C(=O)c2cnccn2)CC1 (stereo not given),6,-3,-4,-0.2,-1.0,.,5,-2,1.2

More compounds
Compound,BoNT F protease,PrPC surface inh,CCHF vOTU inh,BoNT A protease,PfHsp40 yeast,TcdB inh,Yp Topo-I inh,Anthrax LF inh2,FadD28 FP inh
Cc1ccc(S(=O)(=O)c2nc(-c3cccs3)oc2NCc2cccnc2)cc1,13,-1,3,-0.4,1.2,1.5,40,2,0.5
Cc1ccc2oc(NC(=O)N3CCOCC3)cc(=O)c2c1,-2,1,-7,-0.8,-1.8,.,1,-3,-1.1
O=S(=O)(c1ccc2c(c1)OCCO2)N1CCC(O)(c2ccc(Cl)cc2)CC1,-1,-1,-1,0.9,5.2,.,-1,5,-2.0
O=C(CCN1C(=O)C2CCCCC2C1=O)Nc1nc2ccc(F)cc2s1 (stereo not given),0,-2,1,-0.8,-0.7,-0.8,0,-6,-1.5
Cc1ccc(C(NC(=O)C2CCN(CCCOc3ccccc3)CC2)c2ccccn2)cc1 (stereo not given),-8,-10,-5,0.1,.,0.3,16,-5,1.1
COC(=O)N/N=C/c1cn(CCOc2ccccc2OC)c2ccccc12,-21,4,-6,-2.3,2.6,1.7,3,-5,.
CCn1ncc(C2C(C(=O)Nc3ccc(C)cn3)=C(C)NC3=C2C(=O)CCC3)c1C (stereo not given),-1,-7,-24,-0.3,-0.1,.,5,0,1.8
CCC(=O)c1ccc(OCc2ccc(C(=O)OC)o2)c(OC)c1,-3,3,-15,-0.3,0.4,.,1,-5,-1.9
